Screening results as filed in PubChem.
BLM helicase inh: inhibitors of human Bloom syndrome helicase BLM | recombinant BLM DNA unwinding, fluorescence dequenching | actives 0.2% (n = 350,000) | Potency, µM (highest dose often 56.1 µM), for inactives: at the highest dose activity change, negative = inhibition, hits mostly inhibitors | P54132;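 also: potency is read from the fitted curve at half-maximal effect; plate controls were vehicle for no effect and no enzyme for full effect; nearly all actives have a fitted effect of over 35% in size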
Anesthetic bind: binds horse apoferritin like a general anesthetic; P02791; apoferritin/1-aminoanthracene competitive binding, fluorescence; Potency, µM (doses to about 77.5 µM), inactives show top-dose activity change, negative = displacement, hits mostly inhibitors; actives 0.074% (n = 350,000); also: potency is read from the fitted curve at half-maximal effect; % is scaled to controls: 0 for no effect and ±100 for the full control effect; nearly all actives have a fitted effect of over 20% in size
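Probe: 1-aminoanthracene (50% saturated, PBS). Protein: horse-spleen apoferritin, 10 uM. Incubation: 10 min, room temperature. Detection: 380 nm excitation, 535 nm emission. Analysis: normalized response, four-parameter Hill.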
APE1 inh: inhibitors of human APE1 endonuclease; recombinant APE1, TAMRA/BHQ-2 abasic DNA cleavage fluorescence; Potency, µM (titrated, usually from 65.8 µM), without a hit: top-dose activity change, negative = inhibition, most hits filed as inhibitors; P27695; actives 0.35% (n = 350,000);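 also: potency is read from the fitted curve at half-maximal effect; plate controls were vehicle for no effect and reference inhibitor for full effect; nearly all actives have a fitted effect of over 55% in size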
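Step 1: APE1 (0.75 nM) with compound, 15 min RT. Step 2: add 50 nM fluorophore/quencher THF duplex. Step 3: three fluorescence reads 60 s apart (525/598 nm); read 3 minus read 1 = reaction progress.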
POLB inh: DNA polymerase beta (human) inhibition. Potency, µM (doses to about 114 µM), for inactives: at the top dose activity change, negative = inhibition, most hits filed as inhibitors. Pol beta primer extension/strand displacement, fluorescence kinetic. actives 1.3% (n = 340,000). P06746; also: potency is read from the fitted curve at half-maximal effect; % is scaled to controls: 0 for no effect and ±100 for the full control effect
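Preincubation: enzyme (10 nM) with compound, 15 min, RT. Reaction: substrate added to 50 nM final. Reads: 0 and 10 min. Analysis: normalized, Hill fit.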
Pol kappa inh: inhibitors of human DNA polymerase kappa; Q9UBT6; purified Pol kappa, fluorescent DNA synthesis assay, 10 min; Potency, µM (series often up to 107 µM), inactives show top-dose activity, negative = inhibition, usual class: inhibitors; actives 0.53% (n = 400,000); AID 588579; also: potency is read from the fitted curve at half-maximal effect; % is scaled to controls: 0 for no effect and ±100 for the full control effect
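First, compounds were pin-transferred onto 10 nM Pol kappa. After 15 min at room temperature, substrate was added to 50 nM final. Fluorescence was then measured kinetically at 0 and 10 min.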
Pol eta inh: DNA polymerase eta (human) inhibition; Q9Y253; Potency, µM (series often up to 114 µM), for the others: at the top dose activity change, negative = inhibition, most hits filed as inhibitors; actives 1.2% (n = 390,000); recombinant Pol eta, fluorescent DNA replication assay; also: potency is read from the fitted curve at half-maximal effect; % is scaled to controls: 0 for no effect and ±100 for the full control effect
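Pol eta at 10 nM preincubated with compounds 15 min at room temperature; reaction started with fluorescent substrate (50 nM final) and read kinetically at 0 and 10 min.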
GRP78 ERSR act: ER stress response induction in glioma | AID 602332 | U87-MG GRP78 promoter luciferase reporter, 16 h | Potency, µM, for the others: top-dose activation, most hits filed as activators | actives 0.02% (n = 420,000); also: potency is read from the fitted curve at half-maximal effect; series mostly up to about 76 µM; % of control where 0% means no effect; nearly all actives have a fitted effect of over 35% in size
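Stably transfected U87-MG human glioma cells carrying a GRP78-based luminescent sensor were seeded at 1000 cells/well, pin-dosed with compounds and incubated 16 h. Luciferase reagent was then added, and end-point luminescence was read after 10 min at room temperature.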
Pol iota inh: inhibitors of human DNA polymerase iota; Q9UNA4; Pol iota fluorescent replication assay, 10 min; Potency, µM (top dose mostly 115 µM), without a hit: at the top dose activity, negative = inhibition, hits mostly inhibitors; actives 1% (n = 390,000); also: potency is read from the fitted curve at half-maximal effect
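Fluorescent replication assay read twice, at 0 min and 10 min after adding 50 nM (final) substrate. Enzyme (10 nM) and compounds were first incubated 15 min at room temperature; enzyme-free buffer wells were negative controls.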
LDHA inh: inhibitors of human lactate dehydrogenase A | purified LDHA, NADH/diaphorase-resazurin fluorescence; active compounds read low | activity change, % (values are at about 110 or 230 µM) | actives 0.15% (n = 480,000); in the data active = activity change below about -30%; inconclusive = mostly about -25% to -30%;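 also: plate controls were DMSO wells for no effect and wells without enzyme for full effect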
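Resorufin fluorescence (ex540/em590), read at 0 and 20 min after diaphorase/resazurin addition, reports the NADH left after a 5 min room-temperature reaction of 2 nM human LDH5 with 0.06 mM NADH and 0.2 mM pyruvate.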
Active calls of the source: *; ? = inconclusive; / = not tested or not shown; & = joins results of further samples; [ ] = another dose, or the depositor's remark. Unless noted, calls follow the shape of the dose curve; as a rule, active = well fitted curve in the direction sought with a large enough effect; inconclusive = small, poorly fitted or top-dose-only effect, or another doubt; inactive = no such curve, though single readings can be large; an effect the other way counts as inactive or inconclusive.

no.	Compound	Pol iota inh	GRP78 ERSR act	Pol kappa inh	LDHA inh	POLB inh	Pol eta inh	BLM helicase inh	APE1 inh	Anesthetic bind
1	CCN(CC)S(=O)(=O)c1ccc(NC(=O)c2nn(C)c3c2CSc2ccccc2-3)cc1	16%	-3%	-3%	-4	-22%	-8%	-1%	/	0%
2	Cc1ccc(NC(=O)CO/N=C/c2ccccc2C)c(C)c1	40%[activator]	-4%	-8%	-12	-16%	-15%	0%	-4%	-17%
3	CC(=O)NC(Cc1c[nH]c2ccccc12)C(=O)N1CCc2ccccc2C1 (centres undefined)	3%	-3%	-4%	-6	3%	10%	1%	-2%	-7%
4	O=C(O)c1ccc(CNS(=O)(=O)c2ccc3ccccc3c2)cc1	42%[activator]	3%	-7%	1	50%	-10%	-2%	18%	-5%
5	COc1ccc(-c2nc(CS(=O)CC(=O)NCc3ccc(F)cc3)c(C)o2)cc1 (centres undefined)	16%	-6%	-7%	-5&3	22%	-9%	-3%	-3%	-1%
6	O=S(=O)(Nc1cccc(-c2ccc(N3CCCC3)nn2)c1)c1ccc(F)cc1F	18%	2%	-3%[60.1 µM]	1	-5%	-14%	2%	/	?
7	CC(C)c1ccccc1NC(=O)COc1ccc(C(=O)NCCc2ccccc2)cc1	19%	10%	-9%	-3	3%	-3%	1%	0%	6%
8	NS(=O)(=O)c1ccc(-c2ccc(/C=C3\SC(=O)NC3=O)o2)cc1	?	-1%	-25%	-10	?	-7%	-4%	-21%	-13%
9	CCNC(=O)C(C)Oc1ccc(Cl)cc1Cl (centres undefined)	11%	-1%	14%	-2	-15%	-14%	0%	-2%	0%
10	C=CCNc1nc(N)c([N+](=O)[O-])c(Nc2ccccc2OC)n1	12%	-7%	-16%	-13	11%	3%	-4%	3%	6%
11	CC(C)NC(=S)N/N=C/c1cc(Br)ccc1O	4%	-5%	-17%	-3	2%	-10%	-2%	1%	52%[activator]
12	O=C(Nc1nc(-c2ccco2)c(-c2ccco2)s1)C1CC(=O)N(c2ccc3c(c2)OCCO3)C1 (centres undefined)	7.9µM*	-11%	20µM*	11	8.9µM*	8.9µM*	14µM*	2.5µM*	-6%
13	COc1cccc(-n2c(COc3ccccc3C)nnc2SCC(=O)O)c1	-19%	-4%	-7%	-8	20%	9%	-1%	3%	-9%
14	O=C(CCc1ccccc1)NNC(=O)C12CC3CC(CC(C3)C1)C2	3%[58.9 µM]	-1%	-10%	-8	4%	-15%	-3%	4%	?
15	CCn1c(N2CCC(C)CC2)nc2c1c(=O)n(C)c(=O)n2C	10%	-2%	-2%	1	5%	-10%	1%	-1%	-10%
16	COc1cccc(C2CNC3(CCCC(C)C3)c3[nH]c4ccccc4c32)c1OC (centres undefined)	-23%	0%	5%	0	0%	-26%	1%	0%	10%
17	Cc1ccc(C(=O)N2CCC(n3nccc3NC(=O)c3ccccc3C)CC2)cn1	10%	-4%	-4%	0	14%	-13%	-7%	17%	2%
18	CCCNC(=S)Nc1cc2oc3ccccc3c2cc1OC	11%	3%	3%	0	1%	-17%	-10%	-21%	0%
19	CCCC(C)C(=O)Nc1cccc(NC(C)=O)c1 (centres undefined)	-7%	-1%	8%	-2	42%	-12%	-4%	18%	0%
20	Cc1ccc(NC(=O)N2CCCC2C(=O)NCc2ccccc2Cl)cc1 (centres undefined)	10%	0%	-1%	0	40%	-18%	-3%	-7%	0%

Sorted by the number under Pol kappa inh (lowest first): some entries from above
nr	smiles	Pol kappa inh
11	CC(C)NC(=S)N/N=C/c1cc(Br)ccc1O	-17%
14	O=C(CCc1ccccc1)NNC(=O)C12CC3CC(CC(C3)C1)C2	-10%
13	COc1cccc(-n2c(COc3ccccc3C)nnc2SCC(=O)O)c1	-7%

The list continues:
no.	Compound	Pol iota inh	GRP78 ERSR act	Pol kappa inh	LDHA inh	POLB inh	Pol eta inh	BLM helicase inh	APE1 inh	Anesthetic bind
21	CCOC(=O)c1c(C)[nH]c(C(=O)CSc2nnnn2-c2ccc(C)cc2)c1C	-3%	-4%	-10%	0	?	-6%	-3%	2%	-2%
22	COC(=O)c1ccc(COc2ccc(CNCc3ccc(Cl)cc3)cc2)cc1	10%	-2%	-25%	-6	21%	-20%	-1%	-6%	-17%
23	C=CCN(c1ccccc1C(=O)NCC(=O)OCC)S(=O)(=O)c1ccc(C)cc1	159%[activator]	-6%	-9%	0	0%	-23%	-7%	1%	-12%
24	CCOC(=O)c1cccc(N2C(=O)C3C(C(=O)NC4CC4)C4(C)C=CC3(O4)C2C(=O)NC(C)(C)C)c1 (centres undefined)	2%	-3%	10%	-2	6%	-15%	-1%	5%	0%
25	COc1cccc(C2C(C(=O)Nc3ccccc3)=C(C)Nc3nc(-c4ccccc4)nn32)c1 (centres undefined)	-9%	-1%	-12%	-11	7%	-10%	-4%	/	3%
26	COc1ccc(C(=O)Nc2nc(-c3cccs3)c(NC(C)=O)s2)cc1	7%	-1%	-2%	-6	-10%	6%	-2%	-1%	25%
27	CN(CC(=O)NC1CCCCCC1)S(=O)(=O)c1ccc(Br)cc1	19%	-6%	-14%	-6	13%	-2%	-2%	18%	-2%
28	COc1cc(N2CCC(O)CC2)ccc1Nc1nnc(Cl)c(Nc2ccccc2S(C)(=O)=O)n1	-12%	-2%	-17%	2	/	-3%	/	/	/
29	COc1ccc(OC)c2sc(NC(=O)c3cccc(N4C(=O)CCC4=O)c3)nc12	28µM*	-6%	-21%	-1	?	?	-28%	30%	-9%
30	Cc1c(Cc2ccccc2)c(=O)oc2cc(OCC(=O)NC(Cc3ccc(Cl)cc3)C(=O)O)ccc12 (centres undefined)	-4%	-3%	12%	3	8%	-8%	-1%	21%	?
31	Brc1ccc2c(c1)C(C1=NCCN1)c1ccccc1CS2 (centres undefined)	-14%	-1%	-8%	-7	20%	-13%	-7%	8%	-2%
32	Cn1c(=O)n(Cc2c(F)cccc2Cl)c(=O)c2c1nc1n2CCN1c1ccc(F)cc1	16%	-3%	2%	1	3%	-18%	2%	/	?
33	O=c1nc(NCc2ccccc2Cl)cn[nH]1	7%	-3%	-6%	-5	?	7%	-2%	-2%	-19%
34	C/C=C/c1ccc(OCCCCOc2c(OC)cccc2OC)c(OC)c1	17%	-4%	-10%	-1	2%	-8%	0%	26%	56%[activator]
35	CC(=O)N1CCN(c2ccc(NCc3cccc4ccccc34)cc2)CC1	?	-4%	-24%	11	31%	-16%	-5%	-15%	?
36	CCN1CCN(C(c2ccccc2)c2nnnn2Cc2ccccc2)CC1 (centres undefined)	?	-3%	-8%	-3	9%	2%	-11%	6%	-2%
37	COc1ccccc1NC(=O)c1cc(-c2cc(OC)c(OC)c(OC)c2)nc2ccccc12	32%[activator]	-4%	-4%	-5	19%	-7%	-11%	47%[activator]	1%
38	Cc1cc(=O)n2c(nc3ccccc32)[nH]1	5%	0%	-11%	-4	32%	0%	-4%	2%	-11%
39	CCCNC(=S)N1CCC(NC(=O)c2ccc(C)cc2)CC1	87%[activator]	-4%	-24%	-11	45%	3%	-3%	25%	8%
40	O=C(CSc1oc(-c2ccccc2)nc1S(=O)(=O)c1ccccc1)c1ccccc1	-2%	-3%	-5%	-7	16%	-14%	-1%	/	-15%
41	COc1ccc(C(=O)NCc2nnc(SCC(=O)NC3=NCCS3)n2C)cc1	40%[activator]	-5%	-3%	1	-1%	-11%	-2%	71%	8%
42	Cc1cccc(C2N(c3ccc(F)cc3)C(=O)C3CCCN32)c1 (centres undefined)	20%	-4%	17%	1	/	-15%	/	/	/
43	CCC1(c2ccccc2)NC(=O)N(CC#N)C1=O (centres undefined)	45%[activator]	-4%	0%	-6	7%	-18%	5%	-3%	-19%
44	Cc1cc(C)c(C)c(S(=O)(=O)NCC(=O)Nc2sc3c(c2C(N)=O)CCCC3)c1C	1%	-4%	-14%	2	-5%	-16%	-2%	4%	-3%
45	CCc1ccc(Nc2cc(=O)n(C3CCCCC3)c(=O)[nH]2)cc1	?	-4%	-13%	1	-28%	0%	-1%	-2%	-5%
46	O=C(Nc1ccccc1OC(F)F)c1ccc(S(=O)(=O)N2CCOCC2)cc1	20%	-6%	-9%	-6	32%	-7%	-1%	-4%	-10%
47	O=c1[nH]c2ccccc2n2c(=S)[nH]nc12	-16%	-2%	-13%	5	-2%	-9%	-8%	6%	4%
48	Cc1ccc2c(c1)-c1nc(-c3ccc4c(c3)NC(=O)CO4)cc(-c3ccc(F)cc3)c1CO2	26%	0%	8%	-4	16%	-12%	-1%	/	-4%
49	CC(C)OC(=O)CCCNc1ccc([N+](=O)[O-])cc1[N+](=O)[O-]	13%	0%	-3%	-2	33%	-3%	1%	-2%	-9%
50	CCOc1ccc(N2CC(C(=O)Nc3ccc(S(=O)(=O)N4CCOCC4)cc3)CC2=O)cc1 (centres undefined)	5%	1%	-11%	-13	19%	-13%	-3%	-1%	-22%
51	O=C(COC(=O)C1CCN(S(=O)(=O)c2cccc3cccnc23)CC1)c1ccccc1	-8%	-4%	3%	-1	25%	-17%	0%	-2%	-8%
52	CCOC(=O)c1cc(-c2ccco2)nc2c1c(C)nn2CCC#N	2%	-5%	-22%	-2	-1%	?	-8%	-4%	52%[activator]
53	CN1C(=O)/C(=C/C=C2\SCCN2C)OC1=S	71%[activator]	6%	2%	-8	-15%	?	3%	1%	-10%
54	O=C(Nc1cccnc1)c1sc2cccc(F)c2c1Cl	98%[activator]	5%	7%	-5	3%	-20%	5%	-5%	-12%
55	Cc1cc(C)c2nc(-c3ccccn3)cc(C(=O)NCc3ccc(S(N)(=O)=O)cc3)c2c1	59%[activator]	-6%	-25%	-9	11%	2%	-2%	4%	-16%
56	Cc1cc2ncn(/N=C/c3cccnc3)c2cc1C	14%	-1%	12%	3	41%	-11%	-1%	-4%	-15%
57	CCOC(=O)C1(Cc2ccccc2)C(=O)Nc2ccccc21 (centres undefined)	33%[activator]	-1%	5%	-1	/	-7%	/	/	/

This is a subset, so the mix of outcomes need not match the whole.
